Bioassay records: PubChem, National Center for Advancing Translational Sciences (NCATS)
SNCA viab count: counter-screen for SNCA expression inhibitors: cell viability; HEK-293-SNCA-luc viability, GF-AFC fluorescence, 24 h; Potency, µM (highest dose often 57.1 µM), inactives show at the top dose activity change, negative = cytotoxicity, hits mostly cytotoxic; 150,000 compounds, 0.12% hits; AID 1671193;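 also: potency is read from the fitted curve at half-maximal effect; 0% = DMSO-treated cells and -100% = medium-only wells without cells; nearly all actives have a fitted effect of over 30% in size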
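Cytotoxicity counterscreen: after 24 h compound treatment of genome-edited SNCA-luciferase HEK-293 cells, live-cell protease substrate GF-AFC read by fluorescence after 30 min; activity scaled between DMSO (0%) and medium-only (-100%), curves Hill-fitted.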
SNCA expr inh: inhibitors of alpha-synuclein (SNCA) gene expression | HEK-293 SNCA-luciferase knock-in, luminescence, 24 h | AID 1671194 | 140,000 compounds, 0.17% hits | Potency, µM (series often up to 57.2 µM), inactives show top-dose activity change, negative = inhibition, most hits filed as inhibitors;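 also: potency is read from the fitted curve at half-maximal effect; plate controls were DMSO cells for no effect and cell-free wells for full effect; nearly all actives have a fitted effect of over 45% in size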
IP6K1 inhibitor: blocks human inositol hexakisphosphate kinase 1; activity change, % (series mostly up to about 58 µM); 140,000 compounds, 0.81% hits; IP6K1 kinase, ADP-Glo luminescence, 2 h; active compounds read low; in the data active = activity change below about -25%
Target sequence (Q92551 whole entry, looked up): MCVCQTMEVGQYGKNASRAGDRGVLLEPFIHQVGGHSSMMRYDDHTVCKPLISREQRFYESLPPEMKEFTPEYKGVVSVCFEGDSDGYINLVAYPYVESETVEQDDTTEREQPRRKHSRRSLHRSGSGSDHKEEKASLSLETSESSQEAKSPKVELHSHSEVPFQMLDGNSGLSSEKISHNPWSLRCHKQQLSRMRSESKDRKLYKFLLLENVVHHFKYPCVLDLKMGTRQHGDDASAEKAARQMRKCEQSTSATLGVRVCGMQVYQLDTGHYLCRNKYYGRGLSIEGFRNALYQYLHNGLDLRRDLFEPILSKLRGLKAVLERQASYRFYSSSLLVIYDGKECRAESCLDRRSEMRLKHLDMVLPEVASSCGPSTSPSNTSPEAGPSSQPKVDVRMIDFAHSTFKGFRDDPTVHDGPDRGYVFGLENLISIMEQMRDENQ
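ADP-Glo luminescence measures ADP made by human IP6K1 during a 2 h RT reaction with ATP/IP6 (mix at 1.3 mM/130 uM); top library doses 57.5 and 19.1 uM final.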
Luciferase inh: inhibitors of firefly (Photinus pyralis) luciferase; P08659; purified P. pyralis luciferase, luminescence, biochemical; Potency, µM (highest dose often 115 µM), without a hit: at the top dose activity change, negative = inhibition, hits mostly inhibitors; 76,000 compounds, 2.5% hits; AID 1347043; also: potency is read from the fitted curve at half-maximal effect; nearly all actives have a fitted effect of over 65% in size
Target sequence (P08659 whole entry, looked up): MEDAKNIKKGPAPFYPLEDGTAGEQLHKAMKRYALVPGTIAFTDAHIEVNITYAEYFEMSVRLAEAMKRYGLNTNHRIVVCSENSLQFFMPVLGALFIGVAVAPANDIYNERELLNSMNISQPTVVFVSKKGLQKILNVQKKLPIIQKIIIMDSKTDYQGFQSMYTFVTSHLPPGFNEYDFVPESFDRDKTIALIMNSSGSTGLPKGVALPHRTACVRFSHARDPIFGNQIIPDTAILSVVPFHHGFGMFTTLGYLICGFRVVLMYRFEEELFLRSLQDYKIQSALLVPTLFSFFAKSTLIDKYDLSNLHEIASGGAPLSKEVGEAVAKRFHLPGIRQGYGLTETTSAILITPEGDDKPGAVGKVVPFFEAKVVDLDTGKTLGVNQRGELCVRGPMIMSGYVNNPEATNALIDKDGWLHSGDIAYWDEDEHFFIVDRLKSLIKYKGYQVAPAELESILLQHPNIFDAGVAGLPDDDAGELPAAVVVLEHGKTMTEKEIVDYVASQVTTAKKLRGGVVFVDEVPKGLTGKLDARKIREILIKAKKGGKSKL
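Purified P. pyralis luciferase (10nM final) in 50mM Tris acetate pH 7.5, 10mM Mg acetate, 0.01% Tween-20, 0.05% BSA with 10uM D-luciferin and 10uM ATP. Compounds titrated qHTS. Luminescence imaged on CCD.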
HEK293 tox: kills HEK 293 cells; HEK 293 viability, ATP luminescence (CellTiter-Glo), 48-72 h; Potency, µM (doses to about 115 µM), inactives show at the top dose activity change, negative = cytotoxicity, actives largely listed as inhibitors; 94,000 compounds, 6.6% hits; AID 1345083; also: potency is read from the fitted curve at half-maximal effect; nearly all actives have a fitted effect of over 60% in size
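250 HEK 293 cells/well; compound by pintool; incubated 48 or 72 hr at 37 degree Celsius; CellTiter-Glo added, 10 min RT, luminescence imaged.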
3T3 cytotox: kills NIH 3T3 cells. 94,000 compounds, 4.3% hits. Potency, µM (top dose mostly 96.7 µM), inactives show at the top dose activity change, negative = cytotoxicity, most hits filed as inhibitors. NIH 3T3 viability, CellTiter-Glo ATP luminescence, 48-72 h; also: potency is read from the fitted curve at half-maximal effect; nearly all actives have a fitted effect of over 55% in size
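Viability of NIH 3T3 cells after 48 or 72 hr compound treatment at 37 °C was assessed by CellTiter-Glo, with luminescence imaged following a 10 min room-temperature step.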
GPT2 inh: inhibitors of human GPT2 alanine aminotransferase. Recombinant GPT2, coupled pyruvate oxidase/HRP Amplex Red fluorescence. Potency, µM (titrated, usually from 57.7 µM), for the others: at the highest dose activity change, negative = inhibition, usual class: inhibitors. 100,000 compounds, 0.25% hits; also: potency is read from the fitted curve at half-maximal effect; nearly all actives have a fitted effect of over 60% in size; many of its hits are not listed in these tables
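Recombinant GPT2 (10ng/uL) with 250uM a-KG and 2mM L-alanine, 30 min at room temperature, in HEPES pH 7.5 buffer. Pyruvate detected by pyruvate oxidase/HRP/Amplex Red fluorescence after 30 min in the dark; AOA (50uM) as positive control.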
Active calls of the source: *; i = inactive; ? = inconclusive; . = no result given; [ ] = another dose, or the depositor's remark. Unless noted, calls follow the shape of the dose curve; as a rule, active = well fitted curve in the direction sought with a large enough effect; inconclusive = small, poorly fitted or top-dose-only effect, or another doubt; inactive = no such curve, though single readings can be large; an effect the other way counts as inactive or inconclusive. Unless noted, % is scaled to controls: 0 for no effect and ±100 for the full control effect. This is a subset. The share of hits here may be higher or lower than overall.

1) O=C(Cc1cccc(C(F)(F)F)c1)N1CCCc2ncc(C(=O)N3CCCC[C@@H]3Cc3ccccc3)cc21
2) CC(=O)N1CCCC2(COc3ccccc3S(=O)(=O)N2)C1 (stereo not given)
3) Cc1cc2ncc(C(=O)NC3CC3)cn2n1
4) CCC(=O)N1CCN(c2nc3c(s2)CC(C(=O)N2CCC(C)CC2)CC3)CC1 (stereo not given)
5) CSc1ccc(CCNC(=O)c2ccc(-c3nc(COc4ccccc4)c(C)o3)cc2)cc1
6) O=C(NC1CCOCC1)c1ccc(OC2CCN(Cc3ccccn3)CC2)cc1

assay / entry,1,2,3,4,5,6
SNCA viab count,-20%,3%,4%[87.6 µM],-17%,6%,4%
3T3 cytotox,?,4%,i,-12%,.,2%
SNCA expr inh,-1%,-6%,17%[87.6 µM],-9%,15%,-1%
Luciferase inh,-1%,.,.,5%,.,-5%
HEK293 tox,79µM*,4%,i,?,.,-7%
GPT2 inh,-15%,2%,-4%[88.5 µM],i,.,2%
IP6K1 inhibitor,16,4,-6,-5,18,4

7) O=c1[nH]c(N2CCOCC2)nc2c1CCN(S(=O)(=O)c1ccccc1F)CC2
8) COCCNC(=O)[C@@]12CCCC[C@H]1N(CCC(C)C)C(=O)CC2
9) Cc1ccccc1[C@H]1C[C@@H](O)[C@@H](O)[C@@H]1NC(=O)c1ccc(C(F)(F)F)cc1
10) O=C1NC(C(=O)NCc2cccs2)Cn2cccc21 (stereo not given)
11) COc1cc(Cl)cc(CN2CCC3(CCCNC3)C2)c1OC (stereo not given)
12) CSCc1nc(CNc2nc(C3CCCC3)nc3c2cnn3C)cs1

assay / entry,7,8,9,10,11,12
SNCA viab count,-7%,-12%,5%[87.6 µM],8%,-19%,-19%
3T3 cytotox,-19%,-12%,-15%[138 µM],-3%,?,?
SNCA expr inh,-19%,-6%,9%[87.6 µM],?,-6%,-10%
Luciferase inh,-10%,-2%,-3%[172 µM],4%,-4%,9%
HEK293 tox,-21%,-6%,?,i,?,25µM*
GPT2 inh,2%,-20%,?,i,4%,i[11.5 µM]
IP6K1 inhibitor,0,5,2,-2,1,-18

13) Cc1ccn(CC(=O)N2CC(F)(F)C[C@H]2c2nc(C3CC3)no2)n1
14) CCOC(=O)N1CCN([N+]([O-])=NOc2ccc([N+](=O)[O-])cc2C#N)CC1
15) COc1ccc(C(=O)N2CCc3ccc(C(=O)NCC(C)C)cc32)cc1
16) O=C(NCc1cccs1)C1CCN(C(=O)N2CCOc3ccc(Cl)cc32)CC1
17) O=C(Nc1ccc(Oc2ccc(Cl)cc2)c(Cl)c1)c1cc(I)cc(I)c1O
18) O=C1CN(C(=O)CCC(=O)N2CCCC(Cc3nncn3-c3ccccc3)C2)c2ccccc2N1 (stereo not given)

assay / entry,13,14,15,16,17,18
SNCA viab count,1%,-20%,-25%,-1%,9%[23.9 µM],12%
3T3 cytotox,5%,.,-22%,.,.,-7%
SNCA expr inh,?,-45%,5%,-22%,-22%[25.6 µM],10%
Luciferase inh,5%,.,-3%,.,.,-1%
HEK293 tox,i,.,?,.,.,-5%
GPT2 inh,-2%,5%,-11%,.,i,0%
IP6K1 inhibitor,24,.,2,-2,3,-4

Ordered by SMILES length (descending): three of the compounds above
18) O=C1CN(C(=O)CCC(=O)N2CCCC(Cc3nncn3-c3ccccc3)C2)c2ccccc2N1 (stereo not given)
14) CCOC(=O)N1CCN([N+]([O-])=NOc2ccc([N+](=O)[O-])cc2C#N)CC1
17) O=C(Nc1ccc(Oc2ccc(Cl)cc2)c(Cl)c1)c1cc(I)cc(I)c1O

assay / entry,18,14,17
SNCA viab count,12%,-20%,9%[23.9 µM]
3T3 cytotox,-7%,.,.
SNCA expr inh,10%,-45%,-22%[25.6 µM]
Luciferase inh,-1%,.,.
HEK293 tox,-5%,.,.
GPT2 inh,0%,5%,i
IP6K1 inhibitor,-4,.,3

(further entries)
19) Cc1cc(C)c2nc(N(Cc3cccnc3)C(=O)CCOc3ccccc3)sc2c1
20) Cc1nn(-c2ccccc2)c2c1C(C1CC1)N(C1CCN(C(=O)Cc3ccc(F)cc3)C1)C2=O (stereo not given)
21) Cn1nccc1C(=O)NCC1Cn2cccc2CN1Cc1ccccc1 (stereo not given)
22) COc1ccc(C(=O)Nc2ccc([C@H]3OCC(=O)N(CCN)[C@@H]3CO)cc2)cc1
23) O=C(CSc1cn(CCNC(=O)c2c(F)cccc2F)c2ccccc12)Nc1ccc(F)cc1
24) COCc1cc(=O)n(CC(=O)Nc2cc(OC)ccc2OC)c(N2CCOCC2)n1

assay / entry,19,20,21,22,23,24
SNCA viab count,4%,.,-2%,5%[87.6 µM],-23%,-1%
3T3 cytotox,.,?,?,i,.,-7%
SNCA expr inh,14%,.,15%,14%[87.6 µM],20%,-17%
Luciferase inh,.,.,-4%,?,.,-5%
HEK293 tox,.,35µM*,79µM*,i,.,-7%
GPT2 inh,.,.,i,i,.,i
IP6K1 inhibitor,-3,2,-3,-1,24,26

25) O=C(Nc1ccccc1)N1CCC(c2nn(-c3ccccc3)c(=O)[nH]2)CC1
26) Cc1cc(S(=O)(=O)Nc2ccc(O)c(Sc3nc4ccccc4s3)c2)ccc1Cl
27) Cc1cccc2c1O[C@H]1[C@H](CO)CN([S+](=O)([O-])c3cccs3)[C@@H]21
28) COc1cc(C2C(C(=O)Nc3ccc(C)cc3C)=C(C)Nc3nc(SCc4ccccc4)nn32)cc(OC)c1OC (stereo not given)
29) Oc1ccc(-c2ccc(-c3nc(CCc4ccccc4)no3)cn2)cc1
30) CCn1cnnc1-c1nn(C)c2c1CN(C(=O)CCCc1nc3ccccc3s1)CC2

assay / entry,25,26,27,28,29,30
SNCA viab count,8%,-28%,.,4%,?,8%
3T3 cytotox,?,.,-30%,.,?,i
SNCA expr inh,-1%,?,.,21%,4%,-3%
Luciferase inh,-3%,.,.,.,-4%,0%
HEK293 tox,2%,.,?,.,?,-19%
GPT2 inh,1%,.,.,.,5%,i
IP6K1 inhibitor,8,7,-8,-14,-9,5

31) COCc1ccc2c(c1)c(OC(C)(C)C(=O)Nc1cc(C)nn1C)nn2CCC(C)C
32) CCOc1cc(C2C(C(=O)OC)=C(C)NC3=C2C(=O)c2ccccc23)c(Br)cc1O (stereo not given)
33) Fc1ccccc1N1CCN(c2nccn3nc(-c4ccc(Br)cc4)cc23)CC1
34) Cc1ccc(NC(=O)Nc2cccs2)c(C)c1
35) CCOC(=O)c1cc(-c2ccc(F)cc2)n(CCC(=O)NCc2ccc(C)cc2)c1C
36) COc1ccccc1Nc1ccnc(N2CCN(C(=O)C3CCCC3)CC2)n1

assay / entry,31,32,33,34,35,36
SNCA viab count,?,?,-1%,12%,-16%,?
3T3 cytotox,?,.,.,.,.,?
SNCA expr inh,?,9%,9%,75%[activator],-21%,-13%
Luciferase inh,-7%[172 µM],.,.,.,.,.
HEK293 tox,?,.,.,.,.,?
GPT2 inh,?,.,.,.,.,i
IP6K1 inhibitor,5,-25,-23,-7,5,2

37) COc1ccc(C(=O)N2CCCC(C(=O)N3CCC(c4ccccc4)CC3)C2)cc1 (stereo not given)
38) OCc1ccc(-c2nn(Cc3ccccc3)c3ccccc23)o1
39) O=C1NC(=NC2CCCCC2)C2(CCN(CC3CC3)CC2)N1c1cc(F)cc(F)c1
40) CC(C)c1noc(C2CCCN(C(=O)C3(c4ccccc4)CC3)CCC(=O)NCC2)n1 (stereo not given)
41) Cc1cccc(N2CC(c3nc4ccc(C)cc4[nH]3)CC2=O)c1 (stereo not given)
42) CCCOc1ccc(OCCN2CCN(C)C3(CCNC(=O)CC3)C2)cc1 (stereo not given)

assay / entry,37,38,39,40,41,42
SNCA viab count,-1%,?,2%,5%,-1%,-9%
3T3 cytotox,-27%,.,?,-17%,.,-19%
SNCA expr inh,6%,?,15%,22%,24%,-11%
Luciferase inh,.,.,.,-7%,.,-9%
HEK293 tox,?,.,-11%,-8%,.,-17%
GPT2 inh,-2%,-7%,-11%,?,.,i
IP6K1 inhibitor,-9,.,-1,26,-1,7

43) CC(C)C[C@@H]1N[C@H](C(=O)N2CCOCC2)Cc2c[nH]c3cccc1c23
44) O=C(c1cccc(Cl)c1)N1CCN(CCn2nc3n(c2=O)CCCC3)CC1
45) COc1ccc(CN2C(=O)CO[C@H]3CN(S(=O)(=O)c4ccccc4)C[C@H]32)cc1
46) Cc1noc([C@@H]2CC(F)(F)CN2C(=O)c2nn(C)c3ccccc23)n1
47) CN1C[C@@H](NC(=O)c2ccc(F)cc2)C[C@H]1c1nc(-c2ccc3c(c2)OCO3)no1
48) CC(=O)OC1CC(C)C2(CCC3(CC(=O)OC3O)O2)C2(C)CCCC(C)(C)C12 (stereo not given)

assay / entry,43,44,45,46,47,48
SNCA viab count,0%[87.6 µM],.,-1%[87.6 µM],0%,-19%[87.6 µM],-1%[23.9 µM]
3T3 cytotox,0%[174 µM],-3%,-27%[174 µM],-10%,?,.
SNCA expr inh,?,.,?,-24%,34%[activator][87.6 µM],.
Luciferase inh,-6%[172 µM],.,1%[172 µM],-7%,-19%[172 µM],.
HEK293 tox,-5%[172 µM],-6%,-26%[172 µM],-6%,79µM*,.
GPT2 inh,i,.,-11%[88.5 µM],i,-8%[88.5 µM],i
IP6K1 inhibitor,10,-6,8,1,-8,10

49) O=C(Cc1ccccn1)N1CCC(N2CCCCCC2=O)CC1
50) CO[C@H]1[C@@H]2CN(Cc3ccccc3)C[C@@H]2[C@@H]2O[C@H]1C[C@@H]2c1ccc(F)cc1
51) COc1ccc(C[C@H](NC(=O)[C@@]2(O)C[C@@H](O)[C@H](O)[C@@H](NC(=O)c3ccc(F)c(Cl)c3)C2)C(N)=O)cc1
52) O=C(COc1ccc(F)cc1)NCc1nnc2c(-c3nc(C4CC4)no3)cccn12
53) Cc1ccc(-c2noc(-c3nnn(CC(=O)Nc4cccc(C(F)(F)F)c4)c3N)n2)cc1
54) Cc1ccc(C(=O)C(=O)O)cc1C
55) Cc1ccccc1S(=O)(=O)N1CCCC(CCC(=O)NC2CCCCCC2)C1 (stereo not given)
56) COc1ccc(C(C)NC(=O)c2cc3n(n2)CC(c2ccc(Cl)cc2)OC3)cc1OC (stereo not given)
57) O=C(CCc1nc2ccccc2s1)N1CCCC(c2nc(C3CCOCC3)no2)C1 (stereo not given)

assay / entry,49,50,51,52,53,54,55,56,57
SNCA viab count,-13%[87.6 µM],.,2%,0%,4%,-20%[23.9 µM],-29%,-15%,-17%
3T3 cytotox,-9%[138 µM],?,0%,-21%,.,.,?,?,-26%
SNCA expr inh,-11%[87.6 µM],.,5%,?,17%,12%[25.6 µM],?,-21%,4%
Luciferase inh,5%[172 µM],.,-3%,-6%,.,.,0%,-8%,2%
HEK293 tox,-14%[172 µM],?,-10%,?,.,.,?,?,?
GPT2 inh,i,.,-2%,i,.,?,-12%,-8%,3%
IP6K1 inhibitor,8,-8,-6,8,-7,-3,9,0,0
